rCAG binder: r(CAG) repeat RNA binding; TO-PRO-1 dye displacement fluorescence; inhibition, % at 3 µM; 1.3% of 370,000 active; AID 651821;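 active = inhibition above the plate cutoff, the mean of all test compounds on that plate plus 3 SD, cut at about 35% in these data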;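 also: 0% = DMSO alone and 100% = 100 µM mitoxantrone as full dye displacement; higher means more dye released from RNA so lower well fluorescence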
NR1D1 modulator: modulators of human Rev-erb alpha DNA binding; Rev-erbα–FITC-DNA binding, fluorescence polarization, 90 min; activity, % at 10 µM; 0.79% of 370,000 active;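 active = activity above about 14%, limit read from the data; passing the limit was not always enough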;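 also: 0% = DMSO wells with 35 nM protein and 100% = DMSO wells with 750 nM protein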
ARFGAP1 inhibitor: inhibits rat ARF GTPase activating protein 1. inhibition, % at 16.5 µM. Q62848. AID 651572. Arfgap1-stimulated ARF1 GTP hydrolysis, GDP FP detection. 0.26% of 360,000 active;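 active = inhibition above a per-plate limit, mean inhibition of low control wells plus 3 SD, cut at about 25% in these data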;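 also: 0% = DMSO wells with enzyme and 100% = wells lacking Arfgap1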
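Material: rat Arfgap1 catalytic domain, aa 1-136; also added: human ARF1(Δ1-17)-GTP substrate; compound dosing: one concentration, 16.5 µM, DMSO 1.26%; incubation: GTP hydrolysis reaction 2 h at 25 °C; measured by: Tracer-displacement fluorescence polarization with EDTA stop, 620/688 nm; evaluation: % inhibition from polarization; repeats: one replicate per compound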
HTRA1 inhibitor: blocks human HTRA1 serine peptidase; recombinant HTRA1, FP-rhodamine activity-based probe, fluorescence polarization; inhibition, % at 5.96 µM; 0.5% of 340,000 active; AID 504803; Q92743; in the data active = inhibition above about 36%;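 also: 0% = enzyme with DMSO and 100% = wells lacking enzyme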
SMARCA2 activ: increases SMARCA2 function in MMTV reporter cells. MG213 cells, MMTV-luciferase reporter, dexamethasone, overnight. activation, % at 9.1 µM. 1% of 370,000 active. AID 652017; in the data active = activation above about 7.8%;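 also: 0% = vehicle wells and 100% = reference activator wells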
PG9 Ab binder: small molecules binding HIV-1 gp120 antibody PG9; AID 624416; inhibition, % at 6.7 µM; TR-FRET gp120-PG9 antibody binding; 0.43% of 360,000 active; in the data active = inhibition above about 8.5%
NPR2 activator: GC-B (human) receptor activation. P20594. HEK293-GC-B cells, CNP EC30, cGMP TR-FRET; 0% at EC30 CNP, 100% saturating CNP. activation, % at 10 µM. 0.11% of 370,000 active;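 active = activation at 10 µM reaching about 35% in either raw or pattern-adjusted values, limit read from the data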
Target sequence (P20594 whole entry, looked up): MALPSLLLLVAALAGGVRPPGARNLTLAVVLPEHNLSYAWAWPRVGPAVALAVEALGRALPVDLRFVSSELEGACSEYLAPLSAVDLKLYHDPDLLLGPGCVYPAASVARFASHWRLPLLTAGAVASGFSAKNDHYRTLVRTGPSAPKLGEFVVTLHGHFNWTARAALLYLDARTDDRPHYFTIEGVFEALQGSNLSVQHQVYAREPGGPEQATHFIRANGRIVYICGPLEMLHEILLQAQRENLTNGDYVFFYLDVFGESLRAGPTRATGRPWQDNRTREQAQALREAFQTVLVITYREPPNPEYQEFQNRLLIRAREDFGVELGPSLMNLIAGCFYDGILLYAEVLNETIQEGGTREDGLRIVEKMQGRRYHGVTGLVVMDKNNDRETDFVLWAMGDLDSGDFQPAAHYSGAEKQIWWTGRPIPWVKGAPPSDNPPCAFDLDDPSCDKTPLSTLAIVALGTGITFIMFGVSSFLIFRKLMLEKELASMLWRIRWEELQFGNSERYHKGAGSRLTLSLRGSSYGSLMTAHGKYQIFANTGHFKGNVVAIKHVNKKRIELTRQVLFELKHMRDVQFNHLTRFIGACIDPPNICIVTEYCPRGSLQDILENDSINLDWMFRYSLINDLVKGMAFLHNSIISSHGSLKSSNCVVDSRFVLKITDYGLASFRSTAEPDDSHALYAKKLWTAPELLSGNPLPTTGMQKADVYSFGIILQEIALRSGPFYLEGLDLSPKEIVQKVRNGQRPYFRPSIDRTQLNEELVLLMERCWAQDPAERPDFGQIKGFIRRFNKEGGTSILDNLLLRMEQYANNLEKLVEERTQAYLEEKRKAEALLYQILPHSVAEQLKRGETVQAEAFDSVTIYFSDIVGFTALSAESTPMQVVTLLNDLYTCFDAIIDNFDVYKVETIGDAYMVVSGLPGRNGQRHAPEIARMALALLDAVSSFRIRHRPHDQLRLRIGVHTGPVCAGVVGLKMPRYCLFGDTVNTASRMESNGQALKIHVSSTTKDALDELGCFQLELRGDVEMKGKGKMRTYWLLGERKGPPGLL
mABHD4 FP: ABHD4 (mouse) inhibition, primary FP screen; purified mABHD4, FP-Rh probe fluorescence polarization; 0.54% of 370,000 active; inhibition, % at 8.92 µM;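 active = inhibition exceeding the mean over every tested compound plus 3 SD, cut at about 30% in these data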;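 also: 0% = plate median of compound wells and 100% = S159A mutant with DMSO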
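Assay system: mouse ABHD4 enzyme, wild type / Also added: fluorescent activity-based probe FP-Rh / Doses: single nominal dose of 8.92 µM, 0.89% DMSO final / Timing: 45 min compound pre-incubation plus 60 min probe step, 25 °C / Signal: FP readout, ex 525 nm / em 598 nm / Control set: S159A mutant/DMSO as 100%, compound-well median as 0%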
ASAP1 GAP inh: blocks human ASAP1-stimulated Arf1 GTP hydrolysis. inhibition, % at 16.5 µM. 0.19% of 360,000 active. Q9ULH1. GDP FP detection; in the data active = inhibition above about 25%;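 also: 0% = vehicle with enzyme and substrate and 100% = no enzyme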
GC-A act: GC-A (human) enzyme activation | P16066 | HEK293 GC-A cells, cGMP TR-FRET, EC30 ANP; 0% at EC30 ANP, 100% saturating ANP | activation, % at 10 µM | 0.14% of 370,000 active; in the data active = activation above about 40%
* = called active by the depositor; · = not tested or not shown.

SMILES | rCAG binder | NR1D1 modulator | ARFGAP1 inhibitor | HTRA1 inhibitor | SMARCA2 activ | PG9 Ab binder | NPR2 activator | mABHD4 FP | ASAP1 GAP inh | GC-A act
CCOC(=O)N1CCC(NC(=O)Cn2nc(-c3ccccc3)ccc2=O)CC1 | -6 | -1 | -11 | -3 | -2 | -0.1 | -2 | 3 | -3 | -3
CC(=O)NCCC1CCCCN1Cc1nc(Cc2cccc(C(F)(F)F)c2)no1 (centres undefined) | -8 | -5 | 3 | 4 | -3 | -1.7 | 1 | 6 | 11 | 1
CCNc1nc(NCC)n2c(SCC(=O)Nc3ccc(OC(F)F)cc3)nnc2n1 | -3 | -2 | 6 | -3 | 3 | 0.5 | -2 | 3 | -4 | -1
NC(COCc1ccccc1)c1csc(Nc2ccc(S(N)(=O)=O)cc2)n1 (centres undefined) | 7 | 1 | -1 | · | -1 | 0.8 | 0 | 3 | -5 | -2
CCOc1cc(C(=O)OCC(=O)Nc2c(C)cccc2C)ccc1OCC(=O)N1CCOCC1 | -2 | -5 | -9 | 0 | 0 | -0.2 | -6 | -5 | -4 | -2
O=C1N(c2ccccc2)C(=Nc2ccccc2)SC12CC2 | -4 | -5 | 3 | -1 | 0 | -1.3 | 9 | 3 | -7 | 2
O=C(NN=C1CCCCCCC1)c1ccc(F)cc1 | -3 | 3 | 15 | -10 | 3 | 0.8 | 4 | 3 | 1 | 1
O=C(CCc1ccccc1)Nc1ccc(F)cc1F | -4 | -2 | 7 | -1 | 2 | -0.3 | -5 | 11 | 6 | -2
Cc1ccc(-c2nc(-c3ccccc3)no2)cc1 | 1 | 0 | -9 | -8 | 7.8* | 0.1 | -3 | 3 | -5 | 0
COc1ccccc1S(=O)(=O)CC(O)COc1ccc(C#N)cc1 (centres undefined) | -3 | -4 | 4 | -2 | -1 | -0.4 | -3 | 0 | -2 | 1
COCCNc1oc(-c2ccc(F)cc2)nc1C#N | -1 | -6 | -8 | 6 | 1 | 2.5 | -4 | -2 | -12 | -2
O=C(Nc1ccc2oc(-c3ccccc3F)nc2c1)c1ccc2c(c1)OCCO2 | 2 | 15* | 12 | -69 | 0 | -1.2 | 4 | -45 | 8 | 10
COc1ccc(/C=N/OCC(=O)Nc2ccc3c(c2)OCO3)c(OC)c1 | 1 | 0 | -4 | -11 | -1 | 0.1 | 2 | -3 | 7 | -1
Cc1nnc(N/N=C/c2cccc(OCc3ccc(Cl)c(Cl)c3)c2)n1N | 5 | 3 | 4 | -17 | 7 | -2.1 | 1 | 0 | 4 | 6
Cc1cc(N/N=C/c2ccco2)c2ccccc2n1 | 0 | -7 | -3 | -6 | 0 | 0.0 | 1 | 5 | 5 | -3
COc1ccccc1CN1CCNC(=O)C1CC(=O)NCCOc1cccnc1 (centres undefined) | 0 | 2 | 7 | -4 | -2 | -3.4 | -3 | 0 | 4 | 0
O=C(CC(=O)Nc1cccc(Cl)c1Cl)Nc1cccc(Cl)c1Cl | 2 | 1 | 9 | -5 | 2 | -7.2 | 3 | 1 | -2 | -2
C=CCN(CC(=O)Nc1c(C)cccc1CC)C(=O)SCCC | -3 | 1 | -8 | -4 | 0 | -1.5 | 8 | 3 | -23 | 0
COc1ccc(C(=O)COC(=O)COc2ccc(C)c(C)c2)cc1 | -4 | 1 | -1 | -13 | -1 | -0.6 | -4 | 2 | 7 | 8
O=C(COc1ccccc1)N1N=C(c2cccnc2)CC1(O)C(F)(F)F (centres undefined) | -3 | -6 | -5 | 0 | -2 | 1.1 | -1 | -1 | -10 | 1
Cc1ccc(NC(=O)C2CCCN2C(=O)NC2CCCCC2)cc1C (centres undefined) | 3 | -4 | 13 | 12 | 4 | -1.5 | 1 | -5 | 1 | 4
Cc1ccc(OCc2cc(C(=O)N(C)CCc3nc4ccccc4[nH]3)no2)cc1C | 1 | 4 | 15 | -11 | -1 | -0.6 | 0 | -1 | 7 | -4
CC(CCc1ccccc1)NC(=O)c1ccccc1Cl (centres undefined) | -2 | 5 | 12 | 5 | -1 | 0.0 | 5 | 8 | 5 | 0
COc1cc(C(=O)NCc2nnc(SCC(=O)NCCc3ccccc3)o2)cc(OC)c1OC | -2 | -1 | -5 | 4 | -3 | -0.2 | -2 | 0 | -13 | 1
COc1ccc(S(=O)(=O)N2CCCCC2C)cc1 (centres undefined) | 0 | -2 | -1 | -3 | -2 | -1.7 | -5 | -8 | 0 | 0
Cc1cc(C)n2c(Br)c(CN3CCCC(C)C3)nc2n1 (centres undefined) | -2 | -2 | 13 | 3 | 1 | -1.5 | 1 | 2 | 4 | -3
O=C(CCNS(=O)(=O)c1cccs1)Nc1ccccc1F | 3 | -2 | -10 | 8 | -1 | -2.1 | -1 | -1 | 6 | -2
O=C(O)C(F)(F)C(NCc1ccccc1)c1ccccc1 (centres undefined) | -1 | 0 | 14 | 5 | -2 | -1.2 | 2 | 2 | -3 | 1
CCOc1ccccc1NC(=O)COC(=O)CNS(=O)(=O)c1ccc(C)cc1 | -4 | 1 | 16 | -3 | -5 | -0.4 | -6 | 4 | 2 | 1
COCCCNC(=O)c1ccc2c(c1)OCO2 | -1 | 1 | 13 | 5 | 2 | 1.6 | 1 | 2 | 2 | 0
CC(=O)Nc1cc(-c2cccc(NS(C)(=O)=O)c2)cn2c(-c3ccc(F)c(Cl)c3)cnc12 | 12 | -1 | 3 | · | 1 | 0.2 | 16 | -27 | -11 | -2
O=C1CCc2cc(S(=O)(=O)N3CCN(c4ccccc4)CC3)cc3c2N1CCC3 | -1 | 3 | -14 | 6 | -1 | -0.6 | 0 | -3 | 2 | -1
COc1cccc(S(=O)(=O)Nc2ccc(C(=O)N3CCCCCC3)cc2)c1 | 6 | 1 | -5 | 0 | -3 | -3.0 | 1 | -1 | 4 | 0
Cc1ccc(S(=O)(=O)Nc2cccc(C(=O)NCC(c3ccco3)N(C)C)c2)cc1F (centres undefined) | 3 | 4 | -1 | 2 | -2 | 0.4 | 2 | 7 | 3 | 3
Cc1cccc(N(Cc2cc3ccccc3[nH]c2=O)C(=O)c2ccco2)c1C | -1 | 1 | -2 | 2 | 0 | 0.4 | -7 | -5 | -10 | -2
CCOC(=O)C1=C(CSc2nc3c(cc2C#N)CCC3)OC(N)=C(C#N)C1c1ccccc1 (centres undefined) | 13 | -5 | -4 | -2 | 5 | -1.1 | 4 | 1 | 0 | 4

Of the compounds above, 2 have an NH in an aromatic ring:
SMILES | rCAG binder | NR1D1 modulator | ARFGAP1 inhibitor | HTRA1 inhibitor | SMARCA2 activ | PG9 Ab binder | NPR2 activator | mABHD4 FP | ASAP1 GAP inh | GC-A act
Cc1ccc(OCc2cc(C(=O)N(C)CCc3nc4ccccc4[nH]3)no2)cc1C | 1 | 4 | 15 | -11 | -1 | -0.6 | 0 | -1 | 7 | -4
Cc1cccc(N(Cc2cc3ccccc3[nH]c2=O)C(=O)c2ccco2)c1C | -1 | 1 | -2 | 2 | 0 | 0.4 | -7 | -5 | -10 | -2

Ordered by the number under PG9 Ab binder (rising): 3 of the compounds above.
canonical_smiles	NR1D1 modulator	ARFGAP1 inhibitor	HTRA1 inhibitor	SMARCA2 activ	PG9 Ab binder	NPR2 activator	mABHD4 FP	ASAP1 GAP inh	GC-A act
CC(=O)Nc1cc(-c2cccc(NS(C)(=O)=O)c2)cn2c(-c3ccc(F)c(Cl)c3)cnc12	-1	3	·	1	0.2	16	-27	-11	-2
Cc1ccc(S(=O)(=O)Nc2cccc(C(=O)NCC(c3ccco3)N(C)C)c2)cc1F (centres undefined)	4	-1	2	-2	0.4	2	7	3	3
COCCCNC(=O)c1ccc2c(c1)OCO2	1	13	5	2	1.6	1	2	2	0

Next entries
SMILES | rCAG binder | NR1D1 modulator | ARFGAP1 inhibitor | HTRA1 inhibitor | SMARCA2 activ | PG9 Ab binder | NPR2 activator | mABHD4 FP | ASAP1 GAP inh | GC-A act
O=C(Nc1nc2c(F)cc(F)cc2s1)C1COc2ccccc2O1 (centres undefined) | 27 | -2 | -13 | -21 | 0 | -2.3 | -6 | -22 | 3 | 11
CCCn1c(CN2CCN(C)CC2)nc2ccccc21 | -1 | 4 | -8 | -3 | -1 | -1.0 | 4 | -13 | 5 | 3
CN(C)CC(=O)N[C@@H]1C[C@@H]2O[C@@H](CO)CC[C@@H]2O[C@@H]1CCc1ccc(C2=CCCCC2)cc1 | -2 | -1 | · | · | -2 | · | 1 | 4 | · | 1
CC(C#N)On1c(SC(C)C#N)nc2ccccc2c1=O (centres undefined) | -1 | -2 | 14 | -2 | 0 | -1.1 | 3 | 2 | -1 | -2
COc1ccccc1N1CCN(C(=O)/C=C/c2c(Cl)nc3ccccn23)CC1 | -3 | -5 | 15 | 1 | 3 | -3.7 | 3 | 2 | 5 | 3
CCCCCCNC(=O)OC12CN(C(=O)OC(C)C)N(C(=O)OC(C)C)CC1(O)CN(S(=O)(=O)c1ccc(C)cc1)C2 (centres undefined) | 5 | 15* | 3 | -32 | -5 | -0.2 | 8 | -15 | -4 | 0
CC1CC(=O)Nc2ccccc2N1C(=O)Nc1ccc(F)cc1 (centres undefined) | -2 | 8 | -1 | 2 | -5 | 0.8 | 0 | 1 | 3 | 4
COCCCNC(=O)c1ccc(CS(=O)(=O)c2ccc(Br)cc2)o1 | -1 | 1 | -8 | -39 | -1 | -1.5 | 2 | 3 | -17 | 0
COc1ccc(C(=O)/C=C2/c3ccccc3CC(C)(C)N2C)cc1OC | -2 | 3 | 8 | -1 | -4 | -1.7 | 2 | 1 | -1 | 0
Cc1cc(NC(=O)c2ccccc2Cl)c(C(C)C)cc1O | -2 | 5 | 6 | -3 | -4 | 1.1 | -8 | -5 | 10 | 1
O=C(/C=C/c1ccc2c(c1)OCO2)Nc1nc2ccc(F)cc2s1 | 2 | 2 | 2 | 2 | 4 | -0.2 | 0 | 0 | -4 | 0
Cc1ccc2cc(/C=N/NC(=O)CN3CCOCC3)c(Cl)nc2c1 | 4 | 2 | -12 | 0 | 1 | 0.7 | -3 | -1 | 4 | 4
O=C1CCCC(=O)N1c1ccc(F)cc1 | 4 | -3 | 4 | 7 | -3 | -1.1 | 3 | 1 | -1 | 3
Cc1ccc(N(C(=O)CNC(=O)c2ccco2)C(C(=O)NCC2CCCO2)c2ccccc2)cc1 (centres undefined) | -9 | 1 | 4 | -3 | -2 | 2.1 | -3 | 4 | 11 | -2
CN1CCC(=O)N([C@H](CC#N)c2ccccc2)CC1 | 3 | -5 | 6 | 1 | 0 | -0.5 | -1 | 0 | -17 | 3
Cc1cccc(N2CCN(C(=O)c3ccncc3)CC2C)c1 (centres undefined) | -6 | -5 | -3 | -6 | -3 | 0.6 | 5 | 2 | 8 | -1
O=P(O)(O)c1ccccc1OCCOCCOCCOCCOc1ccccc1P(=O)(O)O | 0 | 8 | -17 | 5 | 4 | -2.1 | -1 | 2 | -6 | -3
CCCNC(=O)N(C)C[C@H]1Oc2ncc(C#CCc3ccccc3)cc2C(=O)N([C@H](C)CO)C[C@H]1C | 6 | 1 | 9 | -1 | 0 | -3.3 | 5 | 11 | -3 | 3
CC(=O)NC(CC(=O)Nc1nccs1)c1ccccc1 (centres undefined) | 5 | -3 | -1 | 7 | -1 | -0.1 | 0 | -3 | -1 | 0
CN(C)CCCCNCCCNC(=O)/C=N\O | 1 | 8 | -6 | 4 | 1 | -0.2 | 1 | -6 | 8 | -1
COc1ccccc1C(=O)NNC(=O)C(=O)NC(C)C | 0 | 0 | 11 | 10 | 0 | -1.1 | 5 | -2 | -9 | 0
